D1 agonist: Allosteric Agonists of the Human D1 Dopamine Receptor: qHTS | D(1A) dopamine receptor (Homo sapiens), P21728 | HEK293 T-REx D1 cells, calcium flux, agonist mode | activation, % at 2 µM | 360,000 compounds, 1% hits | AID 504660, 2011; in the data active means activation above about 30%; further: 0% is about no effect
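Agonism was scored from calcium flux recorded over 180 s (1 read/s) after pintool compound addition, following a 10-cycle baseline. Cells were inducible force-coupled HEK293 TREx D1, plated overnight at 30 C and loaded with no-wash calcium dye.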
D1 antagonist: Antagonist of Human D 1 Dopamine Receptor: qHTS | D(1A) dopamine receptor (Homo sapiens), P21728 | HEK293 TREx D1 cells, calcium flux, dopamine EC80; hits give low values | activity change, negative = inhibition, % at 10 µM | 360,000 compounds, 3.2% hits | AID 504652, 2011; in the data active means activity change below about -30%; further: on the % scale 0 is the no-effect control and ±100 the full control effect
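Kinetic fluorescence of a calcium dye serves as the read-out. D1-expressing Hek293 Trex cells, induced overnight at 30 C, are exposed to compound for 180 s before an EC80 dopamine addition, then read 180 s further.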
Vif-A3G inh: qHTS for Inhibitors of Vif-A3G Interactions: qHTS | DNA dC->dU-editing enzyme APOBEC-3G (Homo sapiens), Q9HC16 | 410,000 compounds, 0.076% hits | HeLa A3G-eYFP + Vif (tagged APOBEC3G with the HIV-1 protein that degrades it), YFP fluorescence, overnight | Potency, µM (doses to about 46.1 µM), for the others: at the highest dose activity, negative = active, usual class: inhibitors | AID 602310, 2012;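 further: potency means the concentration at half of the fitted maximal effect; on the % scale 0 is the no-effect control and ±100 the full control effect; nearly all actives have a fitted effect of over 60% in size; hits raise eYFP signal because A3G escapes Vif-driven loss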
Target sequence (Q9HC16 whole entry, looked up): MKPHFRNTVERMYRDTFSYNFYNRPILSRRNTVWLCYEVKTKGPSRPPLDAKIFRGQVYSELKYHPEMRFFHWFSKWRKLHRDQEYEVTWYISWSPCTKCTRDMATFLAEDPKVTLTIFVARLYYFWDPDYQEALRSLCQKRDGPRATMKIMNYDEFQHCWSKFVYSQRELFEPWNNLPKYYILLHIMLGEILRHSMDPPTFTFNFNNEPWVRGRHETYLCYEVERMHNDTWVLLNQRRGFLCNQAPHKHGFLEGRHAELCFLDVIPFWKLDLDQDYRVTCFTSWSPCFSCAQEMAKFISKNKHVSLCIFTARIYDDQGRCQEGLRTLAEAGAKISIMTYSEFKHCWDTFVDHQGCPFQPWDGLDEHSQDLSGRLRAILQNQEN
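HeLa cells stably expressing Vif and C-terminally eYFP-tagged A3G, seeded overnight at 37 deg C, then exposed to compound by pintool overnight at 37 deg C. Rise in yellow fluorescence (Ex 488/Em 500-530, Acumen) marks blocked Vif-driven A3G degradation.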
D2 potentiator: HTS Assay for Positive Allosteric Modulators of the Human D2 Dopamine Receptor: Primary Screen for Potentiators | D(2) dopamine receptor (Homo sapiens), P14416 | HEK293 T-REx D2, calcium flux, EC20 dopamine potentiation | potentiation, % at 10 µM | 340,000 compounds, 0.34% hits | AID 485347, 2010;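 active means potentiation over 3 SD above the plate norm, cut at about 30% in these data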; further: 0% is about no effect
Target sequence (P14416 whole entry, looked up): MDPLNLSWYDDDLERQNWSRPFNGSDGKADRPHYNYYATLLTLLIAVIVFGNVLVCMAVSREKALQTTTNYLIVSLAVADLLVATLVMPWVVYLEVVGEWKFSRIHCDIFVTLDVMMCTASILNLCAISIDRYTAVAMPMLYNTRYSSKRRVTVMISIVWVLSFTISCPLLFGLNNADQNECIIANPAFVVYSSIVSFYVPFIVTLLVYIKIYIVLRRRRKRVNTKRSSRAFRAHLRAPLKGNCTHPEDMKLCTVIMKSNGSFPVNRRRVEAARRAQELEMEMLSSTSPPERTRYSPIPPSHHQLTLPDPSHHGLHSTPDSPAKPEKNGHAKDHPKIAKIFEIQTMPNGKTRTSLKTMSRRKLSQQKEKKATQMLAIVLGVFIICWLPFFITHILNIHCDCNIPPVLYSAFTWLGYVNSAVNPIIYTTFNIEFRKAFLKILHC
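Using a no-wash calcium dye in inducible, force-coupled HEK293 Trex cells expressing D2, we tracked fluorescence each second for 180 s after compound, then for 180 s after EC20 dopamine to detect augmented signalling.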
RXFP1 agonist: qHTS Assay for Agonists of the Relaxin Receptor RXFP1 | Relaxin receptor 1 (Homo sapiens), Q9HBX9 | HEK293T-RXFP1 cAMP TR-FRET, 30 min; response scale: percent of porcine relaxin response, buffer zero | Potency, µM (highest dose often 57.5 µM), without a hit: at the highest dose activation, most hits filed as activators | 370,000 compounds, 0.3% hits; further: potency means the concentration at half of the fitted maximal effect; on the % scale 0 is the no-effect control and ±100 the full control effect; nearly all actives have a fitted effect of over 60% in size; many of its hits are not listed in these tables
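Agonist response is measured as cAMP accumulation in an RXFP1-transfected HEK293T line under PDE4 inhibition. Values are scaled between buffer-only and 29 nM porcine relaxin, and EC50s come from standard Hill equation fits.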
RXFP1 antagonist: qHTS Assay for Antagonists of the Relaxin Receptor RXFP1. activity change, negative = inhibition, % at 57.5 µM. HEK293-RXFP1, relaxin-stimulated cAMP HTRF, 30 min; hits give low values. 350,000 compounds, 0.59% hits. AID 1259400, 2018;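 active means activity change of -60% or lower, but not beyond a set lower limit; inconclusive means change between -60% and -40%, or beyond the set limit; inactive means change above -40%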; further: on the % scale 0 is the no-effect control and ±100 the full control effect
Vif-A3F inh: qHTS for Inhibitors of Vif-A3F Interactions: qHTS | HeLa A3F-eYFP + Vif (tagged APOBEC3F with the HIV-1 protein that degrades it), YFP fluorescence increase | Potency, µM (doses to about 46.1 µM), for inactives: top-dose activity, negative = active | 390,000 compounds, 0.2% hits; further: potency means the concentration at half of the fitted maximal effect; % of control where 0% means no effect; nearly all actives have a fitted effect of over 65% in size
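HeLa cells stably expressing Vif plus C-terminally eYFP-tagged A3F were seeded, incubated overnight at 37 deg C, dosed with compound, incubated overnight again at 37 deg C. Yellow fluorescence (Ex 488/Em 500-530) reported blocked Vif-mediated A3F-eYFP degradation.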
Glioma ERSR ind: qHTS for Inducers of the Endoplasmic Reticulum Stress Response (ERSR) in Human Glioma: qHTS | AID 602332, 2012 | 420,000 compounds, 0.02% hits | U87-MG GRP78 promoter luciferase reporter, 16 h | Potency, µM, without a hit: top-dose activation, actives largely listed as activators; further: potency means the concentration at half of the fitted maximal effect; series mostly up to about 76 µM; % of control where 0% means no effect; nearly all actives have a fitted effect of over 35% in size
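ERSR induction read as luciferase luminescence (Bright-Glo, 10 min at room temperature) in stably transfected human U87-MG glioma cells exposed to compounds for 16 h, using GRP78 as sensor.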
D1 PAM: Potentiators of Human D1 Dopamine Receptor: qHTS; D(1A) dopamine receptor (Homo sapiens), P21728; HEK293 TREx D1 cells, calcium flux, dopamine EC20 potentiation; potentiation, % at 10 µM; 360,000 compounds, 0.036% hits; AID 504651, 2011; in the data active means potentiation above about 30%; further: 0% is about no effect
An asterisk follows results filed as active; ? = inconclusive; . = not tested or not shown; & = joins results of further samples. Unless noted, the call rests on the fitted dose curve; in most records, active means well fitted curve in the direction sought with a large enough effect; inconclusive means small, poorly fitted or top-dose-only effect, or another doubt; inactive means no such curve, though single readings can be large; an effect the other way counts as inactive or inconclusive. An excerpt, so the mix of outcomes need not match the whole.

[1] CCN(CC(=O)N1CCC(C(N)=O)CC1)S(=O)(=O)c1ccc(Cl)cc1
[2] Cc1cc(-c2nnc(SCC(=O)Nc3ccccc3C)n2N)n[nH]1
[3] O=C1C[C@H]2[C@H](CO)[C@@H](OC(=O)c3ccc(-c4ccccc4)cc3)C[C@H]2O1
[4] CCN(CC)S(=O)(=O)c1ccc(-c2cc(C(=O)OC)sc2C(F)(F)F)cc1
[5] O=C(NCc1ccccc1)C1(CC2CC(c3ccccc3)=NO2)CCNCC1 (stereo not drawn)
[6] CC1(COS(N)(=O)=O)CCCCC1

Compound	1	2	3	4	5	6
D1 agonist	8	3	8	10	-2	5
D1 antagonist	11	-9	-13	2	.	11
Vif-A3G inh	-1%	-3%	0%	5%	0%	0%
D2 potentiator	0	12	-3	0	-2	-6
RXFP1 agonist	-1.0%	-1.8%	3.3%	-0.2%	2.7%	-0.9%
RXFP1 antagonist	-12	-13	-22	-6	.	.
Vif-A3F inh	-7%	-1%	0%	17%	-19%	-1%
Glioma ERSR ind	-4%	-5%	3%	-2%	-3%	-2%
D1 PAM	0	0	-3	-1	-9	1

Three structures already listed, arranged by number of heavy atoms, rising:
[1] CCN(CC(=O)N1CCC(C(N)=O)CC1)S(=O)(=O)c1ccc(Cl)cc1
[3] O=C1C[C@H]2[C@H](CO)[C@@H](OC(=O)c3ccc(-c4ccccc4)cc3)C[C@H]2O1
[5] O=C(NCc1ccccc1)C1(CC2CC(c3ccccc3)=NO2)CCNCC1 (stereo not drawn)

Compound	1	3	5
D1 agonist	8	8	-2
D1 antagonist	11	-13	.
Vif-A3G inh	-1%	0%	0%
D2 potentiator	0	-3	-2
RXFP1 agonist	-1.0%	3.3%	2.7%
RXFP1 antagonist	-12	-22	.
Vif-A3F inh	-7%	0%	-19%
Glioma ERSR ind	-4%	3%	-3%
D1 PAM	0	-3	-9

Going on with the list:
[7] Cc1cc(C)n(-c2ncnc3sc4c(c23)CC(C)CC4)n1 (stereo not drawn)
[8] CCOC(=O)CCC(=O)Nc1ccc(S(=O)(=O)N2CCCC2)cc1
[9] CN(C)c1cccc(C(=O)Nc2cc(C(F)(F)F)ccc2-n2cnc3ccccc32)c1
[10] Cc1ccc(-n2c(CCC(=O)O)ccc2-c2cccs2)cc1C
[11] CCN(CC)c1cc(-c2ccccc2)ncn1
[12] CCCCSc1nnc(-c2ccc(C)cc2)o1

Compound	7	8	9	10	11	12
D1 agonist	4	3	-1	1&-1	0	1
D1 antagonist	-6	10	-3	-5&5	-8	4
Vif-A3G inh	0%	1%	-1%	-3%&-13%	-2%	-2%
D2 potentiator	-3	5	5	12&-3	8	1
RXFP1 agonist	4.4%	0.8%	0.4%	3.6%&-0.1%	-1.1%	0.4%
RXFP1 antagonist	4	8	-2	-18&-15	16	-4
Vif-A3F inh	-2%	-3%	-2%	3%&-3%	1%	1%
Glioma ERSR ind	-2%	-2%	-4%	2%&4%	0%	3%
D1 PAM	0	-5	-5	0&1	3	6

[13] Cc1cc(C(=O)N/N=C2\CC(=O)c3ccccc32)c(C)n1-c1ccccc1
[14] COC(=O)Cn1cnc2c(C#N)c3n(c2c1=O)CCCCC3
[15] Cn1cnc([N+](=O)[O-])c1S(=O)(=O)Oc1ccc(Cl)cc1
[16] O=C1/C(=N/n2cnnc2)c2ccccc2N1Cc1ccccc1
[17] O=C(COC(=O)C1CCC1)Nc1cc(S(=O)(=O)N2CCOCC2)ccc1Cl
[18] Cc1ccccc1-c1nnn(Cc2ccc(F)cc2Cl)n1

Compound	13	14	15	16	17	18
D1 agonist	1	2	.	3	.	5
D1 antagonist	-13	0	.	66	.	8
Vif-A3G inh	-14%	3%	-10%	.	0%	0%
D2 potentiator	-8	2	.	4	.	12
RXFP1 agonist	1.0%	?	.	-4.7%	.	0.8%
RXFP1 antagonist	-9	6	9	.	-2	-12
Vif-A3F inh	-9%	-6%	1%	.	0%	1%
Glioma ERSR ind	-4%	-3%	-15%	.	-3%	4%
D1 PAM	-4	4	.	9	.	-8

[19] CC1C(=O)C(C)C(c2cccc(Br)c2)NC1c1cccc(Br)c1 (stereo not drawn)
[20] CCC(CC)NCCOC(=O)c1ccc([N+](=O)[O-])cc1
[21] Brc1ccc(C2Nc3cccc4cccc(c34)N2)cc1
[22] CC(C)COc1ccc(-c2nn(-c3ccccc3)cc2CO)cc1
[23] CCc1[nH]c(C)c(C(C)=O)c1C
[24] Cc1ccc(C)c2[nH]c(=O)c(CCNC(=O)c3ccc4c(c3)OCO4)cc12

Compound	19	20	21	22	23	24
D1 agonist	0	2	.	6	3	3
D1 antagonist	-4	-12	.	-7	9	-17
Vif-A3G inh	-3%	-1%	-9%	-3%	2%	-1%
D2 potentiator	5	-5	.	17	5	-10
RXFP1 agonist	-0.6%	-2.4%	.	4.0%	0.2%	0.0%
RXFP1 antagonist	3	16	10	-10	2	12
Vif-A3F inh	-1%	-5%	-10%	-23%	-4%	-1%
Glioma ERSR ind	-3%	-1%	1%	3%	-1%	-5%
D1 PAM	1	0	.	1	1	-4

[25] COc1ccc(CNCc2ccc(OC)c3ccccc23)cc1
[26] N/C(=N\NC(=O)c1ccccc1Cl)c1cc2ccccc2oc1=O
[27] CCOC(=O)c1c(NC(=O)CN2CCN(C(=O)c3ccco3)CC2)sc(C(N)=O)c1C
[28] Cc1ccc(-c2cnn3c(N4CCOCC4)cc(C)nc23)cc1
[29] CC(=O)Nc1cccc(NC(=O)COC(=O)C2CC3CCCC(C2)C3=O)c1 (stereo not drawn)
[30] Cc1ccc(-c2nnc(N3CCN(C(=O)Cn4c(=O)n(C)c5ccccc54)CC3)c3ccccc23)cc1

Compound	25	26	27	28	29	30
D1 agonist	11	6	1	1	1	0
D1 antagonist	9	-14	-1	-8	3	9
Vif-A3G inh	-2%	-9%	0%	0%	0%	0%
D2 potentiator	-8	-6	-9	1	0	14
RXFP1 agonist	2.4%	-1.2%	0.6%	-0.3%	-1.2%	-0.4%
RXFP1 antagonist	-28	2	-9	15	-12	-2
Vif-A3F inh	12%	-7%	1%	-1%	1%	0%
Glioma ERSR ind	1%	2%	-6%	-4%	-5%	-9%
D1 PAM	0	-4	17	-10	0	-2

3 records drawn at random from the list so far, as already listed:
[11] CCN(CC)c1cc(-c2ccccc2)ncn1
[1] CCN(CC(=O)N1CCC(C(N)=O)CC1)S(=O)(=O)c1ccc(Cl)cc1
[4] CCN(CC)S(=O)(=O)c1ccc(-c2cc(C(=O)OC)sc2C(F)(F)F)cc1

Compound	11	1	4
D1 agonist	0	8	10
D1 antagonist	-8	11	2
Vif-A3G inh	-2%	-1%	5%
D2 potentiator	8	0	0
RXFP1 agonist	-1.1%	-1.0%	-0.2%
RXFP1 antagonist	16	-12	-6
Vif-A3F inh	1%	-7%	17%
Glioma ERSR ind	0%	-4%	-2%
D1 PAM	3	0	-1

Other structures follow.
[31] CCCn1cnc2cc(NCc3cccs3)ccc21
[32] CCCCn1c(N)c(N(CCC(C)C)C(=O)c2sc3nc4n(c(=O)c3c2C)CCC4)c(=O)[nH]c1=O
[33] CN(Cc1ccc(OC(F)F)cc1)C(=O)C1CCN(S(=O)(=O)c2ccc3c(c2)OCCO3)CC1
[34] OC(CNCc1ccc(F)cc1)(c1ccccc1)c1ccc(F)cc1 (stereo not drawn)
[35] CC1CC1C(=O)OCC(=O)NNC(=O)COc1ccc(Br)cc1 (stereo not drawn)
[36] O=C(CC1OC(=O)c2ccccc21)Nc1ccc(Cl)c(S(=O)(=O)N2CCCCC2)c1 (stereo not drawn)

Compound	31	32	33	34	35	36
D1 agonist	3	2	2	.	2	7
D1 antagonist	7	8	-8	.	-3	6
Vif-A3G inh	-2%	5%	1%	-1%	-6%	-9%
D2 potentiator	-10	-7	6	.	11	1
RXFP1 agonist	0.3%	0.4%	1.6%	0.6%	-0.1%	0.1%
RXFP1 antagonist	-1	-8	0	-17	-4	-14
Vif-A3F inh	0%	5%	8%	1%	5%	10%
Glioma ERSR ind	8%	-4%	-2%	-6%	-5%	-3%
D1 PAM	1	-3	-4	.	-3	-3

[37] CC(/C=N/NC(=O)c1cccs1)=C\c1ccco1
[38] Cc1c(OCc2ccccc2)c(=O)ccn1Cc1ccc(F)cc1
[39] Cn1c(Nc2ccccc2)cc(=O)n(C)c1=O
[40] NC(=O)C1CCN(c2cc(Cl)nc(N)n2)CC1
[41] CC(=O)Nc1ccccc1Oc1ccccc1
[42] OC(COc1ccccc1)CN1CCN(CC(O)COc2ccccc2)CC1 (stereo not drawn)

Compound	37	38	39	40	41	42
D1 agonist	0	6	3	4	6	4
D1 antagonist	-19	-7	5	-21	13	-1
Vif-A3G inh	-4%	-5%	-1%	-6%	2%	4%
D2 potentiator	-6	-3	1	3	-4	0
RXFP1 agonist	-0.1%	-5.6%	0.9%	2.2%	-0.4%	-0.6%
RXFP1 antagonist	-24	-23	1	-26	9	-5
Vif-A3F inh	3%	2%	-2%	2%	-21%	-1%
Glioma ERSR ind	4%	-5%	-4%	-3%	-1%	-3%
D1 PAM	-2	-1	0	-6	-3	-8

[43] O=C(O)c1cccc(C(=O)O)c1Br
[44] Cc1nc2ccc(NC(=O)c3ccc(S(=O)(=O)N(C)c4ccccc4)cc3)cc2s1
[45] CC(c1ccccc1)n1cnc2ccccc21 (stereo not drawn)
[46] COc1cc(NC(=O)CN2C(=O)c3ccccc3S2(=O)=O)cc(OC)c1

Compound	43	44	45	46
D1 agonist	0	9	2	0
D1 antagonist	4	-35*	1	-3
Vif-A3G inh	1%	-21%	2%	-12%
D2 potentiator	-6	6	1	-3
RXFP1 agonist	3.1%	4.4%	1.0%	0.4%
RXFP1 antagonist	.	-33	1	-14
Vif-A3F inh	5%	-20%	6%	-4%
Glioma ERSR ind	-3%	-4%	-2%	-4%
D1 PAM	2	-4	2	-1
